High-throughput results (PubChem)
OX1R antag: human HCRTR1 antagonism; actives 0.43% (n = 330,000); AID 434989; inhibition, % at 5 µM; CHO/OX1R cells, Fluo-8 calcium fluorescence, orexin A;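 active = inhibition above its plate's threshold, mean inhibition of all tested compounds on the plate plus 3 SD, cut at about 37% in these data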;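 also: 0% = orexin A challenge wells and 100% = SB-334867-A antagonist wells; not every result past the cut was called active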
Target sequence (O43613 whole entry, looked up): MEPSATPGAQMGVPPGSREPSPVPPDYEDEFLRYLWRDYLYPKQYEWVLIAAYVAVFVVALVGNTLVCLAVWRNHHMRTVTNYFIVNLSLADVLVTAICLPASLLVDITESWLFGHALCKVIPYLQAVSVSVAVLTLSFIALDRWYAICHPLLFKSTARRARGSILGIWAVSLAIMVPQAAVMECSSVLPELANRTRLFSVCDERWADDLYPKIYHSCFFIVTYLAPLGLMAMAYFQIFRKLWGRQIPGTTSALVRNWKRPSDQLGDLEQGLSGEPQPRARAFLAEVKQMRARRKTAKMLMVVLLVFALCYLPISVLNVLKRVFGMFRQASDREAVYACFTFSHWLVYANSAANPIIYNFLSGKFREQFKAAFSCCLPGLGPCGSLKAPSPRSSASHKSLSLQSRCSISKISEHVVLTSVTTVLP
CHT allo act: allosterically activates the human high affinity choline transporter. Q9GZV3. CHT-expressing cells, membrane potential dye, choline EC20; active compounds read high; LV-AA mutant CHT in HEK293 cells. B-score at 10 µM. actives 0.49% (n = 310,000);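 active = initial fluorescence not abnormally high and integrated response B-score, plate-corrected, over 3 SD above library mean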
Target sequence (Q9GZV3 whole entry, looked up): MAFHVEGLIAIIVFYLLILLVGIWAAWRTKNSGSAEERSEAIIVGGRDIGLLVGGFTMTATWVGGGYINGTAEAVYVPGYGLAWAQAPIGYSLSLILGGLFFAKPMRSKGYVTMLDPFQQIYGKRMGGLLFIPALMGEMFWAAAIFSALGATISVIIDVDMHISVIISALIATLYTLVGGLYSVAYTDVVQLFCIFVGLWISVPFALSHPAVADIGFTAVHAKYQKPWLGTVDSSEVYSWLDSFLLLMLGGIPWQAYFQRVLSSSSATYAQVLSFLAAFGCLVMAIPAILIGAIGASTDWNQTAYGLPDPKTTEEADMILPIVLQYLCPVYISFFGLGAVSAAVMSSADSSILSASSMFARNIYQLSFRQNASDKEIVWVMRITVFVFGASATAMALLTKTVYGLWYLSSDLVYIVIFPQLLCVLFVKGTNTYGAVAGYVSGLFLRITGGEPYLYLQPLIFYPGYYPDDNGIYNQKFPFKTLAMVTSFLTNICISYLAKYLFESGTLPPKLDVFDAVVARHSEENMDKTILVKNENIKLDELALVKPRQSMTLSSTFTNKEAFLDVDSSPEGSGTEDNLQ
The depositor's hits bear a star; i = inactive; / = no result given. The order is random; 0.8% or so of the library scored in one or more.

#	SMILES	OX1R antag	CHT allo act
1	CCNc1nnc(SCC(=O)c2c(N)n(C3CC3)c(=O)[nH]c2=O)s1	2.3	/
2	Cc1ccc(N(C(=O)CNC(=O)c2ccco2)C(C(=O)NCC2CCCO2)c2ccccc2)c(C)c1 (stereo unspecified)	-35.2	i
3	CC(=O)c1c(C)[nH]c(C(=O)OCc2cc(-c3ccco3)on2)c1C	4.2	/
4	Cc1onc(-c2c(F)cccc2Cl)c1C(=O)NCc1ccc2c(c1)OCO2	-10.7	i
5	CCN(c1ccccc1)S(=O)(=O)c1ccc(C(=O)Nc2ccccn2)cc1	-20.8	i
6	CN(Cc1nc(-c2ccccc2)no1)C(=O)c1ccco1	-11.7	i
7	N#CC1=C(N)Oc2n[nH]c(-c3cccs3)c2C1c1cccs1 (stereo unspecified)	-3.7	i
8	CN1CCC(OC(=O)COc2ccc(C(C)(C)C)cc2)CC1	-9.9	i
9	CC1(C)Cc2c(cnn2-c2ccccc2)C(NC(=O)CCCn2cncn2)C1 (stereo unspecified)	/	i
10	CS(=O)(=O)c1[nH]nc(-c2ccccc2)c1C#N	-0.5	i
11	O=C(O)c1cc(N2C(=O)C3C4C=CC(C4)C3C2=O)ccc1NCc1cccnc1 (stereo unspecified)	-5.0	i
12	Cc1cccc(C)c1NC1=C(Cl)C(=O)OC1OC(=O)c1ccccc1 (stereo unspecified)	6.0	i
13	COC(=O)[C@H](C(C)C)N(Cc1ccccc1)S(=O)(=O)CCN1CCN(c2ccccc2)CC1	-6.0	/
14	COc1ccc(N2C3=[N+](CC2(C)O)c2ccccc2CC3)cc1 (stereo unspecified)	-21.0	i
15	O=C(NCc1ccccc1OC(F)(F)F)C1CCC(=O)N(Cc2ccccn2)C1 (stereo unspecified)	-5.1	i
16	COc1ccc(-c2csc(NC(=O)CS(=O)(=O)c3ccccc3)n2)cc1	-20.3	i
17	CCn1ccnc1CN(C)Cc1cn[nH]c1-c1ccc(OC)c(F)c1	-30.2	i
18	Cc1nnc(SCC(=O)NC2CCCc3ccccc32)n1-c1ccccc1 (stereo unspecified)	-30.0	i
19	COc1ccc([C@@H]2CC=C(C(=O)O)[C@H](c3ccc(C)cc3)N2S(=O)(=O)c2ccccc2C)cc1	2.4	/
20	O=C(Cc1ccc(S(=O)(=O)N2CCOCC2)s1)Oc1ccc(F)cc1	-10.9	i
21	Cc1ccc(C(=O)OCC(=O)NCc2ccco2)cc1	-15.0	i
22	COc1cccc(NC(=O)COc2c(F)c(F)c(C(F)(F)F)c(F)c2F)c1	-17.1	i
23	O=C(CSc1nnc(CNC(=O)c2ccc(F)cc2)o1)NCc1ccccc1	1.0	i
24	CC1CN(C(=O)c2cc(S(=O)(=O)N3CCN(c4ccccc4)CC3)ccc2Cl)CC(C)O1 (stereo unspecified)	-39.9	i
25	Cc1cc(C(=O)Nc2ccc(N3CCOCC3)c3nonc23)ccc1[N+](=O)[O-]	-9.3	i
26	Cc1cccc(OCCNS(=O)(=O)c2ccc(Cl)cc2)c1	-16.6	/
27	Cc1ccc(SCCNC(=O)c2ccccc2C)cc1	-32.4	i
28	O=C(NC1CCCc2ccccc21)C(Cc1ccccc1)NS(=O)(=O)c1cccs1 (stereo unspecified)	-4.6	i
29	Cc1ncc(CO)c(/C=N/Nc2cccc(Cl)n2)c1O	-4.6	i
30	Cc1cccc(C)c1Nc1nnc(SCC(=O)NCCCN2CCCC2=O)s1	-4.3	/
31	COc1ccc(NC2=C(C(C)=O)C(c3ccc(OC)cc3)C(C(C)=O)C(C)(O)C2)cc1 (stereo unspecified)	-21.5	i
32	COc1ccc(CCNC(=O)CSc2nc3ccccc3c3nc(CCN4CCCCC4)nn23)cc1OC	-16.1	i
33	COc1ccc(Cl)cc1C(=O)O/N=C(\N)c1ccncc1	-22.4	i
34	COc1ccc(CCNC(=O)C(C(=O)c2ccccc2)n2cc(Cl)ccc2=O)cc1OC (stereo unspecified)	-12.3	i
35	CC1CCCN(S(=O)(=O)c2ccc(NC(=O)C3CC(=O)N(C(C)(C)C)C3)cc2)C1 (stereo unspecified)	-0.1	i
36	O=S1(=O)CC=C(CSC(=S)NC2CCS(=O)(=O)C2)C1 (stereo unspecified)	-7.7	i
37	Cc1nc2ccccc2c2oc(C(=O)N3CCCC(C)C3)cc12 (stereo unspecified)	0.3	i
38	CC1CN(S(=O)(=O)c2cc(C(=O)N(C)Cc3cccs3)ccc2Cl)CC(C)O1 (stereo unspecified)	-12.5	/
39	CCn1c(SCC(=O)N2CCCC2)nc2ccccc2c1=O	33.7*	i
40	COc1ccc(NC(=O)CSc2nc(N)c(C#N)cc2C#N)cc1	-1.8	i
41	COc1ccc(S(=O)(=O)NNC(=O)Nc2ccccc2OC)c(OC)c1	/	i
42	O=c1c(Cl)c(NCCCO)cnn1-c1nc2ccccc2[nH]1	4.5	i
43	O=C(CCc1nnc(CCCCc2ccccc2)o1)NCCn1cccn1	-7.5	i
44	Cc1ccccc1N(CC(=O)NCc1ccco1)C(=O)CCC(=O)Nc1nccs1	2.0	i
45	CCCc1nnc(NC(=O)CCC(=O)NC2CCCCC2)s1	6.2	i
46	CCC(=O)Nc1cccc(-c2csc(-c3ccccc3)n2)c1	-24.7	i
47	CCCC(=O)Nc1cccc(C(=O)Nc2ccccc2OCC)c1	-39.6	i
48	O=C1c2ccccc2C(O)(c2ncc[nH]2)N1CCc1ccccc1 (stereo unspecified)	3.4	i
49	CCOC(=O)C1(CCCc2ccccc2)CCN(C(=O)CCN2CCCCC2=O)CC1	-18.5	i
50	C/C(CC(=O)NC(C)(C)C)=N\NC(N)=S	-17.4	i
51	COc1cccc(C(=O)OC2CCN(C)CC2)c1	7.6	i
52	CCN(CC)S(=O)(=O)c1ccc(N/N=C(\C)c2ccncc2)nc1	-28.0	i
53	O=C(CCCN1C(=O)c2ccccc2C1=O)Nc1nncs1	-3.2	i
54	CC(C)N(CCNC(=O)c1ccc(OCC2CCCO2)cc1)C(C)C (stereo unspecified)	-11.3	i
55	COc1cc(/C=N/Nc2ccccn2)ccc1OCC(C)C	-27.2	i
56	O=C(c1ccc(Cl)cc1)c1ccccc1C(=O)N1CCOCC1	3.2	i
57	C=C(C)Cn1c(=O)c(NC(=O)c2ccccc2)c2n(c1=S)CCC2	-20.2	i
58	Cc1cccnc1NC(=O)C12CCC(C)(C(=O)O1)C2(C)C (stereo unspecified)	-7.3	i
59	CC1Cc2ccccc2N1C(=O)Cn1nnc(-c2ccccc2NC(=O)C2CCC2)n1 (stereo unspecified)	-37.8	i
60	Cc1cc(NS(=O)(=O)c2ccc(NC(=O)/C=C/c3ccccc3)cc2)nc(C)n1	11.9	/

Next part:
#	SMILES	OX1R antag	CHT allo act
61	COC(=O)c1ccc(=O)n(CC(=O)c2ccc(Cl)cc2)c1	-22.6	i
62	C=CCc1cccc(/C=N/NC(=O)C[n+]2ccccc2)c1O	-0.6	i
63	O=C(NNC(=O)c1nn(-c2ccc(F)cc2)ccc1=O)c1ccc(Cl)cc1	-10.1	i
64	CCc1ccc(N(C(=O)c2csnn2)C(C(=O)NC2CCCCC2)c2ccncc2)cc1 (stereo unspecified)	-19.4	i
65	COc1ccc(CNc2ccc3c(c2)nc(C)n3C)cc1	-25.2	i
66	Cc1ccccc1-n1c(=O)cc(N2CC(C)OC(C)C2)[nH]c1=O (stereo unspecified)	-6.1	i
67	CC[C@H](C)[C@@H](C(=O)N1CCNCC1)n1cc([C@@H](N)CO)nn1	-9.8	i
68	Cc1ccc(N2CC(C(=O)Nc3cc(C)on3)CC2=O)c(C)c1 (stereo unspecified)	-0.1	i
69	CCN(CC(=O)Nc1sc2c(c1C#N)CCCC2)Cc1nc2ccccc2c(=O)[nH]1	23.9	i
70	Cc1c(NC(=O)/C=C/c2cn(-c3ccccc3)nc2-c2ccccc2)c(=O)n(-c2ccccc2)n1C	-13.9	i
71	CCOC(=O)c1cnc(SC)nc1Nc1cccc2ccccc12	-14.3	i
72	O=C(Nc1ccccc1-c1nc2ccccc2s1)C1=COCCO1	-10.7	i
73	COc1ccc(-c2cc(C(F)(F)F)n3nc(N)nc3n2)cc1	-21.3	i
74	CCOC(=O)Cn1c(-c2ccccc2)nc2ccccc2c1=O	14.8	i
75	O=C(O)CS(=O)CC(=O)NCc1cccc(C(F)(F)F)c1 (stereo unspecified)	5.5	i
76	O=C(NC1CCCCC1)C(c1ccc(F)cc1)N(Cc1ccco1)C(=O)CN1C(=O)c2ccccc2S1(=O)=O (stereo unspecified)	-13.0	i
77	C=CCN1C(=O)C(C(C)CC)NC1=S (stereo unspecified)	-5.0	i
78	O=C(COC(=O)C1=NNC(=O)CC1)NCCc1ccccc1	2.0	i
79	COc1ccc(CNC(=O)CCCN2C(=O)NC3(CCCC3)C2=O)cc1	-10.7	/
80	CN=c1sc2ccccc2n1CC(O)COc1ccccc1 (stereo unspecified)	-3.4	i
81	CCOC(=O)N1CCN(C(=O)CCc2ccc(S(=O)(=O)NC(C)C)cc2)CC1	/	i
82	Cc1noc(C)c1COc1ccc(C(=O)NNC(=O)c2ccccc2F)cc1	0.3	/
83	Cc1ccc(-c2nc(N/N=C/c3ccncc3)c3ccccc3n2)cc1	-19.9	i
84	CC(C)NC(=O)C1CCN(C2CCN(Cc3cn[nH]c3-c3ccccc3)CC2)CC1	-20.5	i
85	C[n+]1ccccc1/C=C1\Sc2ccccc2N1CCO	-1.1	i
86	CC(C)(C)c1ccc(CCC(CC(=O)O)CC(=O)O)cc1	-13.7	i
87	O=C(C1=C[C@H](c2ccccc2)C[C@H](OCc2ccc(CO)cc2)O1)N1CCOCC1	-21.0	i
88	CCc1ccccc1NC(=S)N(CCN1CCCCC1)Cc1ccco1	-9.6	i
89	COc1ccc(NC(=O)c2sc(N3CCOCC3)nc2-c2ccccc2)c(OC)c1	-12.4	i
90	CCn1nnnc1SCC(=O)N1c2ccccc2NC(=O)CC1C (stereo unspecified)	-12.8	/

Record cards, from the list above:
Results for O=C(c1ccc(Cl)cc1)c1ccccc1C(=O)N1CCOCC1 = OX1R antag: 3.2; CHT allo act: i
Results for CCOC(=O)N1CCN(C(=O)CCc2ccc(S(=O)(=O)NC(C)C)cc2)CC1 = OX1R antag: /; CHT allo act: i
Results for O=C(NC1CCCCC1)C(c1ccc(F)cc1)N(Cc1ccco1)C(=O)CN1C(=O)c2ccccc2S1(=O)=O (stereo unspecified) = OX1R antag: -13.0; CHT allo act: i

2 of these compounds in a different format.
#85 C[n+]1ccccc1/C=C1\Sc2ccccc2N1CCO
  OX1R antag: -1.1; CHT allo act: i
#68 Cc1ccc(N2CC(C(=O)Nc3cc(C)on3)CC2=O)c(C)c1 (stereo unspecified)
  OX1R antag: -0.1; CHT allo act: i

More compounds follow.
#	SMILES	OX1R antag	CHT allo act
91	COc1cc(C)ccc1OCc1cc(C(=O)N(Cc2nccn2C)C(C)C)no1	-16.2	i
92	O=C(COC(=O)CCS(=O)(=O)c1ccccc1)Nc1ccccc1	-4.5	/
93	C/C=C(\NC(C)=O)c1ccccc1	-6.4	/
94	CCS(=O)(=O)c1nc(S(=O)(=O)c2ccc(Cl)cc2)c(N2CCN(CCO)CC2)s1	-20.5	i
95	Cc1ccc(-c2nc(C3CCN(S(C)(=O)=O)CC3)no2)cc1	-13.1	i
96	O=C(CSc1nnc(CNC(=O)c2ccccc2F)o1)NC1CCCCC1	-22.8	i
97	O=C(NNC1=C(C(=O)C(F)(F)F)CCC1)c1ccc(Br)cc1	-25.8	i
98	COc1cc(C(=O)NNC(=O)COc2ccc(Cl)cc2)ccc1OCC(=O)N1CCOCC1	-3.0	/
99	CCOCCOCN(C#N)c1nc(OC)nc(N(C)C)n1	-9.4	i
100	CCOC(=O)Nc1cc(NC(=O)OCC)c(C)nc1C	-4.3	i
101	O=C1CCc2cc(S(=O)(=O)Nc3ccccc3)cc3c2N1CCC3	-7.7	i
102	COc1cc(NC(=O)C2CCCCC2)c2ncccc2c1	-40.3	i
103	COc1ccc(SCc2noc(C(=O)NCC3CCCO3)c2C(=O)O)cc1 (stereo unspecified)	-16.9	i
104	CN(CC(=O)Nc1ccccc1Cl)CC(=O)N1CCc2ccccc21	-23.7	/
105	Cc1cc(C)c(C(CC(=O)c2cccs2)C(C#N)C#N)c(C)c1 (stereo unspecified)	-33.4	i
106	CCOC(=O)c1sc2nc(C)nc(NCCc3ccc(S(N)(=O)=O)cc3)c2c1C	-18.0	i
107	CCN(CC)C(=O)COc1ccc2c3c(c(=O)oc2c1)CCCC3	-21.2	i
108	Cc1ccccc1NC(=O)CSc1nnc(Cc2ccccc2)o1	-24.2	i
109	C[C@H](NS(=O)(=O)c1ccccc1F)C(=O)OCC(=O)N1CCc2ccccc21	-35.4	i
110	O=C(O)c1cc(-c2ccc(N3CCOCC3)cc2)nn1-c1ccccc1Cl	-22.4	i
111	COc1ccccc1NC(=O)CCNC(=O)c1ccc(C)cc1	/	i
112	CC(C(=O)N1CCc2ccccc21)N1CCN(c2ccccn2)CC1 (stereo unspecified)	-12.8	i
113	O=C(N/N=C/c1cccnc1)c1cccc(F)c1	0.4	i
114	Cc1ccc(N2C(=O)C(NC(=O)c3c(F)cccc3F)(C(F)(F)F)C3=C2CC(C)(C)CC3=O)cc1 (stereo unspecified)	-4.5	i
115	CCOC(=O)c1[nH]c(C)c(C(=O)OCC(=O)NC2CCS(=O)(=O)C2)c1C (stereo unspecified)	7.8	i
116	NS(=O)(=O)c1ccc(NC(=O)COC(=O)c2cc([N+](=O)[O-])ccc2Cl)cc1	20.9	i
117	O=C1NC(c2ccncc2)C(C(=O)c2cccs2)C(O)(C(F)(F)F)N1 (stereo unspecified)	-12.3	i
118	C=CCN(c1ccccc1)S(=O)(=O)c1cccc(C(=O)OCC(=O)NC2CC2)c1	-26.5	i
119	O=C(Nc1ccc(F)cc1)c1ccc2[nH]c(=O)c(=O)[nH]c2c1	-1.5	i
120	Cc1ccc(S(=O)(=O)N2CCC(C(N)=O)CC2)cc1[N+](=O)[O-]	-14.7	i
